Screens as filed in PubChem.
GLP-1R inv ag: qHTS of GLP-1 Receptor Inverse Agonists (Inhibition Mode). 1.6% of 410,000 active. Potency, µM (doses to about 38.3 µM), for the others: at the top dose activity change, negative = inhibition, usual class: inhibitors. HEK293 GLP-1R CRE-luciferase, luminescence, 24 h; GLP-1R form is constitutively active. Glucagon-like peptide 1 receptor (Homo sapiens), P43220. AID 624417, 2012; further: potency means the concentration at half of the fitted maximal effect; on the % scale 0 is the no-effect control and ±100 the full control effect; nearly all actives have a fitted effect of over 55% in size
Target sequence (P43220 whole entry, looked up): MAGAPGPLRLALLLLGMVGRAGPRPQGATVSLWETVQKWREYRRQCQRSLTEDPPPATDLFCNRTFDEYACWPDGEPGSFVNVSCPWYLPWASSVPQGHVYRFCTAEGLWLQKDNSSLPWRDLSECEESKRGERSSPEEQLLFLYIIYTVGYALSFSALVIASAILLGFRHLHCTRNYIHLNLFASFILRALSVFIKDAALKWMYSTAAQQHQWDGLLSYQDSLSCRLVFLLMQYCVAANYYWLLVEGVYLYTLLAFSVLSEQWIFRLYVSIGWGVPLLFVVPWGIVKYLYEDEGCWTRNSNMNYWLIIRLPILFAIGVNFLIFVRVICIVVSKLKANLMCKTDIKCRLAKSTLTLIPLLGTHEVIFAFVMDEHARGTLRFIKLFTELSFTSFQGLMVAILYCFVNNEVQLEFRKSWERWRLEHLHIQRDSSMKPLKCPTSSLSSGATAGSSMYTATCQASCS
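qHTS in 1536-well format: reporter HEK293 cells expressing constitutive GLP-1R activity in DMEM + 10% Nu serum, 24 hr with compounds at 37 deg C, luminescence read after 12 min with detection reagent.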
WRN helicase inh: qHTS for Inhibitors of WRN Helicase; Potency, µM (series often up to 114 µM), inactives show top-dose activity change, negative = inhibition, hits mostly inhibitors; AID 651768, 2012; WRN helicase unwinding, fluorescent forked duplex, kinetic; Bifunctional 3'-5' exonuclease/ATP-dependent helicase WRN (Homo sapiens), Q14191; 0.46% of 360,000 active; further: potency means the concentration at half of the fitted maximal effect; on the % scale 0 is the no-effect control and ±100 the full control effect; nearly all actives have a fitted effect of over 55% in size
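WRN at 20 nM final was preincubated with compound for 15 min at room temperature; reaction started with 100 nM forked duplex oligonucleotide carrying fluorophore and quencher plus 2 mM ATP (final). Unwinding followed kinetically by red fluorescence (ex 525/em 598 nm).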
IL-2 act: qHTS of IL-2 Activators. IL-2 activation reporter assay, cell-based qHTS; stimulated with anti-CD3/CD4/CD28 beads; in transgenic mouse T cells. activation, % (series mostly up to about 46 µM). 0.065% of 360,000 active. AID 652025, 2013; in the data active means activation above about 50%; inconclusive means mostly about 30% to 49%; further: 0% is about no effect
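Using fluorescent plate cytometry, EGFP and DsRed are detected in transgenic mouse T cells stimulated 18 h at 37 degrees C with antibody-coated beads after 60 min compound pretreatment.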
D3 antag: qHTS of D3 Dopamine Receptor Antagonist: qHTS | D3R cells, DiscoveRx beta-arrestin luminescence, antagonist mode; hits give low values | D(3) dopamine receptor (Homo sapiens), P35462 | max response, negative = inhibition, % | 2.5% of 360,000 active; in the data active means max response below about -50%; inconclusive means no clear call, values can overlap the other calls; further: on the % scale 0 is the no-effect control and ±100 the full control effect; mostly tested at two doses, the higher about 12 µM
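Cells plated overnight at 1500 cells/well, then exposed to library compounds with dopamine controls for 90 minutes at 37 degrees C. DiscoveRx reagent added for 30–60 minutes at room temperature; luminescence read, quantitative HTS format.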
GLP1R ag: qHTS of GLP-1 Receptor Agonists; Glucagon-like peptide 1 receptor (Homo sapiens), P43220; HEK293 GLP-1R CRE-luciferase, luminescence, 4-6 h; cells express a hypersensitive GLP-1R form; Potency, µM (series often up to 45.6 µM), without a hit: at the top dose activation, actives largely listed as activators; 0.007% of 380,000 active; further: potency means the concentration at half of the fitted maximal effect; % of control where 0% means no effect
HEK293 tox: qHTS of GLP-1 Receptor Inverse Agonists: Cytotox Screen; HEK293 cAMP-luciferase reporter cells, luminescence, 24 h; Potency, µM (titrated, usually from 38.3 µM), inactives show top-dose activity change, negative = inhibition, actives largely listed as inhibitors; 0.13% of 410,000 active; AID 624418, 2012;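 further: loss of luciferase light is scored as toxicity; potency means the concentration at half of the fitted maximal effect; on the % scale 0 is the no-effect control and ±100 the full control effect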
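Compound-treated cells are incubated 24 hr at 37 deg C under 5% CO2 after a 12 hour attachment period, then luciferase detection reagent is added and luminescence is measured following 12 min at room temperature; lowered signal indicates toxicity.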
D3 ag: qHTS of D3 Dopamine Receptor Agonist: qHTS | D(3) dopamine receptor (Homo sapiens), P35462 | 0.58% of 410,000 active | D3R DiscoveRx beta-arrestin cells, luminescence, 90 min | max activation, %; in the data active means max activation above about 30%; further: 0% is about no effect; mostly tested at two doses, the higher about 12 µM
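Cells at 1500/well, incubated overnight, then treated with pinned compounds (dopamine as control) for 90 min at 37 degrees C. DiscoveRx reagent added for 30 - 60 minutes at room temperature; luminescence read.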
PLK1 PBD block: qHTS for Inhibitors of PLK1-PDB (polo-like kinase 1 - polo-box domain): Primary Screen; Potency, µM, without a hit: max response, negative = inhibition, usual class: inhibitors; Plk1 PBD binding of FITC phosphopeptide, fluorescence polarization; AID 720504, 2013; 2.8% of 360,000 active; further: potency means the concentration at half of the fitted maximal effect; series mostly up to about 57 µM; on the % scale 0 is the no-effect control and ±100 the full control effect; nearly all actives have a fitted effect of over 65% in size
PI5P4K alpha inh: qHTS for Inhibitors of phosphatidylinositol 5-phosphate 4-kinase (PI5P4K); Phosphatidylinositol 5-phosphate 4-kinase type-2 alpha (Homo sapiens), P48426; PI5P4Kalpha enzyme, ADP-Glo luminescence, 60 min; hits give low values; max response, %; 1.2% of 330,000 active; AID 652105, 2013; active means max response of -50% or lower; inconclusive means between -30% and -50%; inactive means -30% or higher; further: value at the top dose of about 77 µM; on the % scale 0 is the no-effect control and ±100 the full control effect
Target sequence (P48426 whole entry, looked up): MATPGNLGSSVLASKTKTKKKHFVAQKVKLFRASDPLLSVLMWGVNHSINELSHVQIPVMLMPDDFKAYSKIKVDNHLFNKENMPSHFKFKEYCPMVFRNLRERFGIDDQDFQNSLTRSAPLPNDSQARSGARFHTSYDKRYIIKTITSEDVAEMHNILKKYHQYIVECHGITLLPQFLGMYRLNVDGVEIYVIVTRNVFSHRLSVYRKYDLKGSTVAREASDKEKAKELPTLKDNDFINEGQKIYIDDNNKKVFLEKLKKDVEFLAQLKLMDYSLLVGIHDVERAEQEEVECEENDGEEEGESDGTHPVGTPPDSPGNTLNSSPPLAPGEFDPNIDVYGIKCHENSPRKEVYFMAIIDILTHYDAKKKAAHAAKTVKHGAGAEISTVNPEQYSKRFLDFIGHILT
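Controls without substrate or without enzyme flank wells where PI5P4Kalpha converts substrate using 5 microM ATP (final). Incubation lasts 60 minutes at room temperature; ADP formed is read by ADP-Glo luminescence.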
Numbers without * were called inactive; ? = inconclusive; . = not tested or not shown; [ ] = dose if it differs, or a comment. Unless noted, the call rests on the fitted dose curve; in most records, active means well fitted curve in the direction sought with a large enough effect; inconclusive means small, poorly fitted or top-dose-only effect, or another doubt; inactive means no such curve, though single readings can be large; an effect the other way counts as inactive or inconclusive.

[1] CN(c1ccccc1C(=O)NCc1ccco1)S(C)(=O)=O
[2] COc1ccc(NC(=O)c2cc(-c3cc(F)ccc3OCC3CCCO3)n[nH]2)c(C)c1 (stereo not drawn)
[3] COC(=O)c1ccc(S(=O)(=O)N2C3CCC2CC(NC(=O)C2CC2)C3)cc1 (stereo not drawn)
[4] CCc1ccc2[nH]c(=O)c(C(c3nnnn3Cc3ccco3)N3CCC(C)CC3)cc2c1 (stereo not drawn)
[5] Cc1noc(NS(=O)(=O)c2ccc(NC(=O)C(C)C)cc2)c1C
[6] COc1ccc(NC(=S)N2CCC(C(=O)N3CCCCCC3)CC2)cc1
[7] COc1cc(/C=N/Nc2cc(C)nc(NS(=O)(=O)c3ccc(C)cc3)n2)ccc1O
[8] O=C(N/N=C/c1ccsc1)c1cc(-c2cccs2)nc2ccccc12

Screen / compound no.	1	2	3	4	5	6	7	8
GLP-1R inv ag	8%	?	-6%	-19%	15%	11%	20%	?
WRN helicase inh	-31%	2%	1%	0%	-9%	2%	-16%	-5%
IL-2 act	0.2	-0.2	-1.5	0.5	0.7	2.4	0.1	-1.0
D3 antag	-4	46	-21	10	10	5	2	5
GLP1R ag	-6%	13%	-1%	0%	-2%	-1%	21%	-4%
HEK293 tox	-5%	-4%	1%	-5%	13%	-29%	-9%	-15%
D3 ag	-6	13	-5	5	-1	-3	3	-29
PLK1 PBD block	-22%	5%	-5%	-14%	-10%	3%	-5%	-5%
PI5P4K alpha inh	-22	0	.	-1	1	.	1	8

An excerpt from above, reduced to IL-2 act, GLP-1R inv ag and D3 antag.
item	smiles	IL-2 act	GLP-1R inv ag	D3 antag
1	CN(c1ccccc1C(=O)NCc1ccco1)S(C)(=O)=O	0.2	8%	-4
7	COc1cc(/C=N/Nc2cc(C)nc(NS(=O)(=O)c3ccc(C)cc3)n2)ccc1O	0.1	20%	2
2	COc1ccc(NC(=O)c2cc(-c3cc(F)ccc3OCC3CCCO3)n[nH]2)c(C)c1 (stereo not drawn)	-0.2	?	46
3	COC(=O)c1ccc(S(=O)(=O)N2C3CCC2CC(NC(=O)C2CC2)C3)cc1 (stereo not drawn)	-1.5	-6%	-21
6	COc1ccc(NC(=S)N2CCC(C(=O)N3CCCCCC3)CC2)cc1	2.4	11%	5

Further records follow:
[9] COc1ccc(NC(=O)c2cc(S(=O)(=O)N3CCc4ccccc43)cn2C)cc1OC
[10] COC(C(=O)Nc1ccc(S(=O)(=O)N2CCCCC2)cc1)c1ccccc1 (stereo not drawn)
[11] COc1ccc(N(CC(=O)NC2CCCCC2)C(=O)CCC(=O)Nc2nc(C)cs2)cc1
[12] Clc1ccccc1OCCCOc1cccc2cccnc12
[13] CC(=O)/C=C/c1ccc2ccccc2n1
[14] COc1ccc(OC)c(S(=O)(=O)NCC(=O)NC2CCCCCC2)c1
[15] Cc1ccc(NC(=O)COC(=O)C2(c3ccc(Cl)cc3)CCCC2)cc1
[16] COc1ncnc2c1oc1ccccc12

Screen / compound no.	9	10	11	12	13	14	15	16
GLP-1R inv ag	9%	0%	1%	?	?	9%	?	47%[activator]
WRN helicase inh	-8%	-10%	3%	-8%	-28%	-2%	-11%	10%
IL-2 act	1.9	-0.9	1.0	-0.4	-0.2	2.9	-0.4	-2.6
D3 antag	-2	-7	11	-16	21	-4	3	-22
GLP1R ag	6%	1%	10%	7%	0%	2%	-9%	3%
HEK293 tox	0%	9%	-1%	-1%	?	3%	-30%	3%
D3 ag	-3	-4	7	-2	-21	-3	5	-4
PLK1 PBD block	-12%	-3%	-11%	0%	?	-7%	4%	-1%
PI5P4K alpha inh	-11	.	6	-5	-12	-8	19	-1

[17] Cc1nc2sc(C(c3ccc(Cl)cc3)N3CCN(c4ccccc4F)CC3)c(O)n2n1 (stereo not drawn)
[18] O=C(O)c1nn(Cc2ncc(-c3cccc(Cl)c3)o2)c(=O)c2ccccc12
[19] Cc1ccc2[nH]ccc(=O)c2c1
[20] Cc1noc(-c2ccccc2)c1NC(=O)Nc1ccc2nc([C@H]3C[C@H](O)[C@@H](CO)O3)[nH]c2c1
[21] CC(C)(C)c1csc(NC2=NS(=O)(=O)c3ccccc32)n1
[22] CC1(C)CCCN(C(=O)c2ccc3c(c2NCCO)C(=O)c2ccccc2C3=O)C1
[23] O=C(Nc1cccc2ncccc12)c1ccc(Br)c([N+](=O)[O-])c1
[24] Cc1ccc(C(=O)C(C)[n+]2cccc(C(N)=O)c2)cc1 (stereo not drawn)

Screen / compound no.	17	18	19	20	21	22	23	24
GLP-1R inv ag	?	21%	8%	11%	?	0%	0%	10%
WRN helicase inh	-17%	-9%	9%	-2%[57.1 µM]	-2%	-17%	5%[57.1 µM]	1%
IL-2 act	-1.2	-1.4	-0.3	0.3	-1.1	-3.1	-2.9	0.6
D3 antag	14	8	-20	-13	-20	-9	5	-3
GLP1R ag	-6%	8%	-4%	-4%	0%	0%	5%	7%
HEK293 tox	-21%	-9%	6%	1%	0%	-40%	4%	-3%
D3 ag	1	33*	-13	-7	-19	0	-8	3
PLK1 PBD block	0%	?	2%	5%	-9%	3%	0%	-9%
PI5P4K alpha inh	3	-26	2	-3	.	3	-1	1

[25] Cc1cc(C)nc(Nc2n[nH]c(-c3ccccc3N)n2)n1
[26] CCOC(=O)/C(C#N)=C/c1c(N2CCN(c3ccccc3)CC2)nc2ccccn2c1=O
[27] O=C(CN1CCN(Cc2cccc3ccccc23)CC1)NCCc1ccccc1
[28] CN1CCCC(OC(=O)CCCCC(=O)OC2CCCN(C)C2)C1 (stereo not drawn)
[29] COc1ccc(OC)c(CN2C(=O)CN(S(C)(=O)=O)CC2(C)C(=O)NC(C)C)c1 (stereo not drawn)
[30] O=C(CSc1nc2ccccc2o1)N/N=C/c1ccc(O)c(O)c1
[31] CCN(CC)CCCNC(=O)Cn1cnc2sc(C)c(S(=O)(=O)N3CCN(c4ncccn4)CC3)c2c1=O
[32] Cc1cc2oc(=O)cc(CN3CCOCC3)c2cc1C(C)C

Screen / compound no.	25	26	27	28	29	30	31	32
GLP-1R inv ag	?	11%	?	0%	0%	20%	-5%	4%
WRN helicase inh	-11%	-6%	2%	-2%	-3%	8.9µM*	-3%	?
IL-2 act	-0.9	-2.3	0.9	0.3	-0.5	0.2	-0.4	-2.8
D3 antag	-10	-8	9	-6	22	-21	4	-11
GLP1R ag	1%	1%	7%	7%	.	-3%	-4%	9%
HEK293 tox	0%	-15%	-10%	12%	0%	-18%	2%	-1%
D3 ag	-13	2	-1	-4	4	5	0	-18
PLK1 PBD block	-17%	1%	-1%	-9%	-1%	-30%	-3%	-11%
PI5P4K alpha inh	0	-1	-3	0	6	-89*	1	-17

[33] CC1=NNC(=O)C1CCC(=O)N/N=C(\C)c1ccccc1 (stereo not drawn)
[34] Cc1ccc(C2C=C(c3ccc4c(c3)OCO4)Nc3ncnn32)cc1 (stereo not drawn)
[35] COc1ccc(-c2coc3cc(O[C@@H]4O[C@H](CO)[C@@H](O)[C@H](O)[C@H]4O)c(OC)cc3c2=O)cc1
[36] Cn1c(=O)c2c(-c3ccccc3)n(-c3ccccc3S)cc2n(C)c1=O
[37] COc1cccc(-c2nnn(CC(C)=O)n2)c1
[38] O=C(O)C1C(C(=O)O)C1(c1ccccc1)c1ccccc1 (stereo not drawn)
[39] COc1ccc(CNCc2ccncc2)c(OC)c1
[40] COc1cc(NC(=O)C2CCN(S(=O)(=O)c3ccc(Cl)cc3)CC2)ccc1-n1cnnn1
[41] COCCNC(=O)C1(C)CCN(C(=O)Cc2ccc(OC)c(OC)c2)C1 (stereo not drawn)
[42] COc1ccc(/C=N/N(c2ccccc2)c2ccccc2)cc1O

Screen / compound no.	33	34	35	36	37	38	39	40	41	42
GLP-1R inv ag	-10%	1%	12%	-4%	2%	2%	-8%	-1%	10%	?
WRN helicase inh	5%	-1%	7%	-10%	-1%	-21%	-3%	-14%	9%	-4%
IL-2 act	-0.9	-0.2	0.8	-1.3	-0.8	-3.4	6.1	-1.1	0.5	-1.1
D3 antag	-5	12	5	1	-16	9	21	11	-11	0
GLP1R ag	14%	0%	-3%	0%	-14%	1%	2%	-3%	-3%	14%
HEK293 tox	7%	.	-17%	-12%	1%	-1%	-2%	?	-3%	6%
D3 ag	-2	1	1	-1	-6	2	-6	1	-6	0
PLK1 PBD block	-22%	-12%	9%	-1%	-13%	0%	7%	-3%	-4%	-1%
PI5P4K alpha inh	-2	?	-4	9	1	2	-2	.	0	28

A few values from the results shown:
PI5P4K alpha inh, no. 33 → -2
GLP1R ag, no. 38 → 1%
